Screening results (PubChem)
Vif-APOBEC3F blk: Vif-A3F binding inhibition; HeLa A3F-eYFP + Vif (tagged APOBEC3F with the HIV-1 protein that degrades it), YFP fluorescence increase; 390,000 compounds, 0.2% hits; Potency, µM (top dose mostly 46.1 µM), for the others: at the highest dose activity, negative = active; AID 602313; further: potency means the concentration at half of the fitted maximal effect; % of control where 0% means no effect; nearly all actives have a fitted effect of over 65% in size
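HeLa cells stably expressing Vif plus C-terminally eYFP-tagged A3F were seeded, incubated overnight at 37 deg C, dosed with compound, incubated overnight again at 37 deg C. Yellow fluorescence (Ex 488/Em 500-530) reported blocked Vif-mediated A3F-eYFP degradation.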
GRP78 ERSR act: induces the endoplasmic reticulum stress response in human glioma cells. U87-MG GRP78 promoter luciferase reporter, 16 h. Potency, µM, for inactives: at the top dose activation, usual class: activators. 420,000 compounds, 0.02% hits; further: potency means the concentration at half of the fitted maximal effect; series mostly up to about 76 µM; % of control where 0% means no effect; nearly all actives have a fitted effect of over 35% in size
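Stably transfected U87-MG human glioma cells carrying a GRP78-based luminescent sensor were seeded at 1000 cells/well, pin-dosed with compounds and incubated 16 h. Luciferase reagent was then added, and end-point luminescence was read after 10 min at room temperature.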
D2 agonist: agonists of human D2 dopamine receptor; activation, % at 2 µM; P14416; HEK293 T-REx D2 cells, calcium flux agonist mode; 340,000 compounds, 0.53% hits;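 active means activation over 3 SD above normal in the single-dose calcium agonist read, cut at about 30% in these data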; further: 0% is about no effect
Target sequence (P14416 whole entry, looked up): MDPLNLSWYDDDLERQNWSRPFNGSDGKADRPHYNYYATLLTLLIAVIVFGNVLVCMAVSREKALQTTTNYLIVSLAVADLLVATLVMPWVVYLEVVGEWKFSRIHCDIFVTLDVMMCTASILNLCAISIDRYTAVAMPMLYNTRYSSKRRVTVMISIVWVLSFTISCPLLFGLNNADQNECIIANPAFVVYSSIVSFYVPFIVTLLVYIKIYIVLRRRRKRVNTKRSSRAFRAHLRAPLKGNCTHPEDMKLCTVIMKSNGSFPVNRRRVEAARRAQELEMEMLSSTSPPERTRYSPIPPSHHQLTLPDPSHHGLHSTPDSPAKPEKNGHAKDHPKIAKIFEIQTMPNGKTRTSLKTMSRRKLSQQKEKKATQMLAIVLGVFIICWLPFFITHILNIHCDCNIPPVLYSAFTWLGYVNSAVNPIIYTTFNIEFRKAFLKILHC
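In this primary screen, compounds producing a positive calcium signal within 180 s of addition to tetracycline-induced, force-coupled HEK293 Trex D2 cells are flagged; cells are dye-loaded with a no-wash calcium kit beforehand.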
Vif-A3G inh: blocks the Vif interaction with human APOBEC3G; Q9HC16; HeLa A3G-eYFP + Vif (tagged APOBEC3G with the HIV-1 protein that degrades it), YFP fluorescence, overnight; Potency, µM (highest dose often 46.1 µM), inactives show at the top dose activity, negative = active, usual class: inhibitors; 410,000 compounds, 0.076% hits;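 further: potency means the concentration at half of the fitted maximal effect; on the % scale 0 is the no-effect control and ±100 the full control effect; nearly all actives have a fitted effect of over 60% in size; hits raise eYFP signal because A3G escapes Vif-driven loss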
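HeLa cells stably expressing Vif and C-terminally eYFP-tagged A3G, seeded overnight at 37 deg C, then exposed to compound by pintool overnight at 37 deg C. Rise in yellow fluorescence (Ex 488/Em 500-530, Acumen) marks blocked Vif-driven A3G degradation.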
ALOX12 inh: blocks human arachidonate 12S-lipoxygenase; purified 12hLO, xylenol orange hydroperoxide absorbance; 580,000 compounds, 1.1% hits; Potency, µM (titrated, usually from 108 µM), for inactives: top-dose activity change, negative = inhibition, actives largely listed as inhibitors; P18054; AID 1671190; further: potency means the concentration at half of the fitted maximal effect; on the % scale 0 is the no-effect control and ±100 the full control effect
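Hydroperoxide product was detected by ferrous iron/xylenol orange as the 573 to 405 nm absorbance ratio. Arachidonic acid at 40 uM (final) was turned over for 30 min at room temperature by 150 nM human 12hLO, pH 7.0 Hepes buffer, after 15 min compound preincubation.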
ERG-DNA inh: inhibitors of human ERG Ets domain-DNA interaction | P11308 | fluorescence polarization, His-ERG Ets domain / labelled DNA | Potency, µM (titrated, usually from 76.9 µM), for inactives: at the highest dose FP activity, negative = inhibition, most hits filed as inhibitors | 370,000 compounds, 0.028% hits | AID 624246; active means well fitted inhibition curve with a large enough effect in the polarisation, with a control signal flat; inconclusive means small, poorly fitted or top-dose-only effect, or effect the other way, or a change in a side signal; inactive means no such curve, though single readings can be large or run the other way; the % refers to the polarisation;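 further: polarization taken with two DNA probes labelled with fluorescein and Texas red; potency means the concentration at half of the fitted maximal effect; % of control where 0% means no effect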
Target sequence (P11308 whole entry, looked up, the tested form may be a part): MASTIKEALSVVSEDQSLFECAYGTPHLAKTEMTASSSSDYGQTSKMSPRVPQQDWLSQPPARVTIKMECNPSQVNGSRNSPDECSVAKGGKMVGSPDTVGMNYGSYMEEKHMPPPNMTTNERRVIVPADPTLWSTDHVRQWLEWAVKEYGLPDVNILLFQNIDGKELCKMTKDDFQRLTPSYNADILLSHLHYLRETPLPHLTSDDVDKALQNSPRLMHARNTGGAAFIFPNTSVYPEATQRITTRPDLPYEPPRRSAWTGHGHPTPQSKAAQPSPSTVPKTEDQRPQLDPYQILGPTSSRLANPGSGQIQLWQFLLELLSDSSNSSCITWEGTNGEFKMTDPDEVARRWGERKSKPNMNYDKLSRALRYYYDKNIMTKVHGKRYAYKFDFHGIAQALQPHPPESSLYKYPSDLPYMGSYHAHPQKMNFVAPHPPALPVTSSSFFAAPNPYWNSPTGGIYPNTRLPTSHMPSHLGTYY
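His-tagged ERG Ets domain (1 uM in the protein solution; 300mM KCl, 50mM Tris-HCl, 1mM EDTA, 1mM DTT, pH 7.5) received compound, then a probe mix of 5 nM fluorescein-DNA and 100nM Texas-615-DNA. Fluorescence polarization was read for both dyes.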
LDHA inh: inhibitors of human lactate dehydrogenase A | purified LDHA, NADH/diaphorase-resazurin fluorescence; stronger effect = lower value | 480,000 compounds, 0.15% hits | activity change, % (values are at about 110 or 230 µM) | AID 1347041 | P00338; in the data active means activity change below about -30%; inconclusive means mostly about -25% to -30%;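 further: plate controls were DMSO wells for no effect and wells without enzyme for full effect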
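Enzyme activity of human lactate dehydrogenase 5 (2 nM; 0.06 mM NADH, 0.2 mM pyruvate, 5 min, RT) is measured via a resazurin/diaphorase fluorescence readout of residual NADH.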
D2 antag: antagonizes the human D2 dopamine receptor; P14416; HEK293 TREx D2 cells, calcium flux, dopamine EC80; inhibition, % at 10 µM; 340,000 compounds, 2% hits; AID 485344; in the data active means inhibition above about 30%; further: 0% is about no effect
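Calcium mobilization kinetics were recorded at 1 s intervals in tetracycline-induced HEK293 T-REx D2 cells, first for 180 s after compound addition and then 180 s after EC80 dopamine.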
RGS4 inhibitor: human RGS4 inhibition; 390,000 compounds, 0.039% hits; Potency, µM (doses to about 114 µM), inactives show at the top dose activity change, negative = inhibition, actives largely listed as inhibitors; AID 504845; Transcreener GDP fluorescence polarization, RGS4-accelerated GTP hydrolysis; further: potency means the concentration at half of the fitted maximal effect; on the % scale 0 is the no-effect control and ±100 the full control effect; nearly all actives have a fitted effect of over 75% in size; some results filed as inactive show a strong effect at the top dose
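MLSMR compounds (23 nl, pin-transferred) preincubated 10 min at room temperature with a 500nM (2x) first reagent, then RGS4 at 900nM (2x) plus Transcreener GDP mix added; fluorescence polarization (620/688 nm) read before and after 90 min at 30 °C.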
* hit, by the source's call; ? = inconclusive; . = no result given; & = joins results of further samples; [ ] = another dose, or the depositor's remark. Unless noted, the call rests on the fitted dose curve; in most records, active means well fitted curve in the direction sought with a large enough effect; inconclusive means small, poorly fitted or top-dose-only effect, or another doubt; inactive means no such curve, though single readings can be large; an effect the other way counts as inactive or inconclusive. Not all compounds are listed. The share of hits here may be higher or lower than overall.

Compound	RGS4 inhibitor	Vif-APOBEC3F blk	ERG-DNA inh	Vif-A3G inh	LDHA inh	ALOX12 inh	D2 agonist	D2 antag	GRP78 ERSR act
COc1cccc(C(=O)/C(C#N)=N/Nc2cccc(-c3ccnc(C)n3)c2)c1	-5.5%	-4.6%	-3.5%	0.4%	-6.4	0.0%	0.1	-12.5	-3.4%
CCc1c(C)sc2c1CCN(Cc1cccc(F)c1)C2c1ccccc1 (centres undefined)	29.6%	4.4%	14.2%	2.4%	-15.8	0.4%	0.7	.	-2.4%
O=C(Nc1ccc2c(c1)OCO2)C1CCN(S(=O)(=O)c2cccc3cccnc23)CC1	3.5%	3.0%	-15.1%	1.3%	1.4	49.2%[activator]	0.2	4.6	1.1%
CC(=O)c1cccc(NC(=O)N2CCCC2C(=O)NCc2ccccc2)c1 (centres undefined)	23.2%	.	-11.8%	-0.5%	-3.4	-9.7%	.	.	-3.7%
Oc1c(C(c2ccccc2F)N2CCN(Cc3ccccc3)CC2)sc2nc(-c3ccco3)nn12 (centres undefined)	-18.6%	3.5%	6.6%	-0.2%	2.2	-6.8%	0.0	.	-3.9%
CC(C)NCC(O)COCCOc1ccc(Cl)cc1 (centres undefined)	21.2%	1.5%	-3.7%	1.0%	-1.4	234.1%[activator]	0.6	-11.6	-0.4%
CC(=NNC(=O)c1ccncc1)c1cc(Cl)ccc1Cl	-5.0%	-14.0%	-10.2%	2.3%	2.3	-12.7%	.	.	-2.6%
CCn1c(SC/C=C/c2ccccc2)nnc1-c1cccs1	-14.5%	-3.5%	5.9%	-1.2%	-7.1	-3.4%	-0.2	7.2	1.1%
Cc1sc(NC(=O)c2ccc(=O)n(C)n2)nc1-c1ccccc1	-21.7%	-1.2%	-2.5%	-0.6%	-0.9	-3.2%	-0.2	10.7	2.4%
COc1ccc2oc(C(=O)N(Cc3ccco3)Cc3cccs3)c(C)c2c1	-29.9%	-2.6%	10.8%	1.1%	-0.7	-5.6%	0.9	-8.0	-5.6%
NS(=O)(=O)c1ccc(CCN2C(=O)/C(=C\c3ccc(Cl)cc3)SC2=S)cc1	2.1%	-33.1%	28.4%	2.4%	-8.2	-29.9%	2.4	-8.0	-3.7%
Cc1cccc(-n2c(C)nc3cc(C(=O)NCCC4=CCCCC4)ccc32)c1	5.0%	2.3%	5.3%	-1.6%	4.3	-12.5%	0.0	.	1.7%
CCCCc1nnc(NC(=O)CN(C)S(=O)(=O)c2ccc(C)cc2)s1	-6.3%	-14.6%	14.7%	1.3%	-0.4	0.1%	-0.7	17.2	9.4%
CCCC(NC(=O)CNC(=O)C(C)(C)C)C(=O)O (centres undefined)	21.1%	-11.0%	-0.9%	0.0%	-13.8	?	.	.	-2.5%
Cc1ccc(-c2[nH]nc3c2C(c2ccc(OC(=O)N4CCOCC4)cc2)C(C#N)=C(N)O3)cc1 (centres undefined)	-29.3%	-6.0%	-9.2%	1.0%	13.7	?	0.5	0.8	?
Cc1ccc2[nH]c(=O)c(CN(CC3COCCO3)C(=O)Nc3ccccc3C)cc2c1 (centres undefined)	19.1%	-1.5%	8.3%	-13.1%	-6.4	-4.7%	1.8	-1.3	0.8%
O=C(Cc1ccc(F)cc1)Nc1cccc(-c2cn3c(n2)SCC3)c1	-28.8%	4.3%	3.4%	0.0%	-3.3	-3.5%	1.3	-26.3	0.9%
COc1ccc(-c2cc3nc(C)c(CCC(=O)NCCc4ccc(Cl)cc4)c(C)n3n2)c(OC)c1	-8.3%	-16.8%	-3.8%	0.1%	-0.2	-12.6%	1.2	.	-2.6%
OCC[C@H]1C[C@H](O)[C@@H](O)[C@@]2(CCCCO2)O1	0.6%	0.4%	6.8%	1.9%	-1.4	-0.4%	0.8	5.7	-3.4%
CCCOc1ccc2ccccc2c1/C=C1\SC(=O)NC1=O	-13.5%	-17.3%	3.7%	-8.5%	-4.7	0.0%	-1.0	-0.3	-3.8%
Cc1ccc(N2CC(C(=O)NC(C)CCc3ccccc3)CC2=O)cc1 (centres undefined)	5.6%	1.9%	-7.5%	3.5%	-3.8	0.0%	-0.4	8.3	-0.6%
COc1cc(S(=O)(=O)N2CCOCC2)ccc1NC(=O)COC(=O)c1ccccn1	-4.5%	-3.2%	4.4%	1.3%	-2.9	0.6%	-0.5	15.7	-6.0%
COc1ccccc1C(=O)Nc1nnc(S(=O)(=O)N2CCCCC2)s1	1.2%[56.9 µM]	2.7%&8.5%	-7.8%&-0.4%	8.7%&2.3%	-7.8&-3.3	30.6%&-0.5%[activator]	0.2&0.3	-4.0	7.6%&7.8%
COc1cccc(C2NC(=O)NC(C)=C2C(=O)OCC2CCCCC2)c1 (centres undefined)	14.0%	0.7%	-2.9%	3.0%	-0.6	3.4%	-0.1	0.2	-4.4%
CCC1CCc2nc3sc(C(=O)Nc4ccc(F)cc4F)c(N)c3cc2C1 (centres undefined)	-10.4%	2.4%	6.5%	7.0%	2.4	-21.2%	0.5	.	-1.3%
Cc1cccc(C)c1NC(=O)CNC(=O)Cc1c[nH]c2ccccc12	-5.1%	-8.9%	3.6%	-3.1%	0.2	-0.8%	0.0	9.9	-4.8%
COc1ccc(S(=O)(=O)N(C)C[C@@H]2Oc3cc(Br)ccc3S(=O)(=O)N([C@H](C)CO)C[C@@H]2C)cc1	.	8.9%	.	-6.0%	3.9	-0.4%	.	.	-2.0%
O=C(Cn1c(=O)n(Cc2ccccc2)c(=O)c2sc3ccccc3c21)Nc1ccccc1	-0.7%	0.3%	-9.1%	-3.1%	-10.1	-2.6%	1.2	.	-3.5%
COc1ccccc1N(CC(=O)N1CCN(Cc2ccccc2)CC1)S(=O)(=O)c1ccccc1	.	2.0%	.	-4.4%	-2.8	4.3%	.	.	-3.2%
O=C(CS(=O)(=O)c1ccc(C(F)(F)F)cn1)NNC(=O)c1ccccc1	-3.0%	8.3%	-4.2%	-3.3%	-0.4	24.4%	-0.2	1.2	-1.9%
CCOC(=O)CCCCCNC(=O)c1ccc(F)cc1F	6.5%	3.0%	9.4%	-4.0%	-1.8	-0.5%	.	.	-3.6%
CCNC(=O)C(=O)c1c(-c2ccccc2)[nH]c2ccccc12	-11.4%	8.2%	6.7%	3.7%	0.2	2.7%	0.3	4.8	-1.4%
CCN(CC)CCCNC(=O)C(C)n1nc(C)c2sc3ccccc3c2c1=O (centres undefined)	-17.7%	-1.7%	-3.6%	0.0%	-3.2	-7.0%	0.0	-12.1	-3.4%
NS(=O)(=O)c1cnccc1NCCc1ccccc1	12.3%	1.2%	-5.5%	2.2%	-6.4	149.8%[activator]	.	.	-6.2%
CCN(C(=O)CSc1nnc(-c2ccccc2F)n1N)c1c(N)n(Cc2ccccc2)c(=O)[nH]c1=O	19.2%	-12.7%	-7.0%	-6.2%	-2.9	31.9%[activator]	.	.	-5.6%
Cc1ccc(Cn2c(C)c(CNCC(C)c3ccccc3)c(C(=O)O)c2C)cc1 (centres undefined)	-3.7%	-2.8%	-0.7%	4.0%	-9.4	2.8%	0.3	.	-0.9%
Cn1c(SCC(=O)NCCc2ccccc2)ncc(C(=O)Nc2ccccc2)c1=O	4.0%	?	13.8%	0.0%	-4.5	-33.4%	-0.3	-4.3	1.7%
O=C(CSc1nc2ccccc2s1)N/N=C/c1cc([N+](=O)[O-])ccc1O	-19.8%	4.1%	6.0%	-14.0%	10.5	?	1.0	-9.3	-1.3%
COc1ccc(-c2coc3c(C(=O)NCCN4CCOCC4)cccc23)c(C)c1	.	.	.	?	3.6	-2.9%	.	.	-1.0%
Cc1nnc(SCC(=O)Nc2ccc([N+](=O)[O-])cc2)n1C	-11.8%	-12.1%	4.7%	0.8%	-1.2	18.3%	1.4	-19.9	-0.9%
CC(C)(C)C(=O)Nc1scc(-c2ccc(-c3ccccc3)cc2)c1C(=O)O	6.1%	8.7%	3.0%	-4.1%	-2.5	0.0%	.	.	5.8%
CC(=O)[C@@H]1[C@@H]2C(=O)N(Cc3ccccc3)C(=O)[C@@H]2C2c3ccccc3C=CN21 (some centres undefined)	-20.2%	-10.9%	1.6%	-8.8%	10.9	-6.9%	1.3	-1.6	-1.9%
